rCAG RNA binder: binders of r(CAG) RNA repeats, primary screen, biochemical, fluorescence | r(CAG) RNA repeat, TO-PRO-1 dye displacement fluorescence | actives 1.3% (n = 370,000) | AID 651821, 2012 | inhibition, % at 3 µM;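 active means inhibition above the plate cutoff, the mean of all test compounds on that plate plus 3 SD, cut at about 35% in these data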;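 further: 0% = DMSO alone and 100% = 100 µM mitoxantrone as full dye displacement; higher means more dye released from RNA so lower well fluorescence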
TCR CD3 inh: inhibitors of human TCR-CD3 interaction, primary screen, biochemical, fluorescence, TAMRA-labeled TCR probe. T-cell receptor (TCR). inhibition, % at 9.4 µM. actives 0.37% (n = 360,000). AID 651800, 2012; in the data active means inhibition above about 19%;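 further: recombinant mutant TCR 2C K166C tagged with TAMRA read by polarization; 0% = receptor in buffer alone and 100% = receptor with positive control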
HTRA1 inh: HTRA1 serine protease inhibitors, primary screen, biochemical, fluorescence polarization, HTS; AID 504803, 2011; inhibition, % at 5.96 µM; recombinant HTRA1, FP-rhodamine activity-based probe; actives 0.5% (n = 340,000); in the data active means inhibition above about 36%;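 further: 0% = enzyme with DMSO and 100% = wells lacking enzyme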
Target sequence (Q92743 whole entry, looked up): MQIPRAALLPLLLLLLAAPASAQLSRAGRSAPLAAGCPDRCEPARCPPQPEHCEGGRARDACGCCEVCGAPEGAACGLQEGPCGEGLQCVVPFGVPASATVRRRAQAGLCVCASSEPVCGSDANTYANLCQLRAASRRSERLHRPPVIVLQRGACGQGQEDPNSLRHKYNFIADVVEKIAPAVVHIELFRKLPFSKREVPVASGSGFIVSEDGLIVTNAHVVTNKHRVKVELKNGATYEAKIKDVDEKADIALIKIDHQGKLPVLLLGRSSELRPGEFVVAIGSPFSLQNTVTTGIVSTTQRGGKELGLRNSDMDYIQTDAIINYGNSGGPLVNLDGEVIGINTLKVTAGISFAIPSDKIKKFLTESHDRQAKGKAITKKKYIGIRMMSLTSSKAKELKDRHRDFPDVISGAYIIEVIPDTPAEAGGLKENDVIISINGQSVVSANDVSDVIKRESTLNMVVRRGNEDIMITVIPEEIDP
NR1D1 modulator: modulators of Rev-erb alpha DNA binding, primary screen, biochemical, FITC-DNA, fluorescence polarization, uHTS; Nuclear receptor subfamily 1 group D member 1 (Homo sapiens), P20393; actives 0.79% (n = 370,000); activity, % at 10 µM; Rev-erbα–FITC-DNA binding, 90 min; AID 1259318, 2017;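 active means activity above about 14%, limit read from the data; passing the limit was not always enough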;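 further: 0% = DMSO wells with 35 nM protein and 100% = DMSO wells with 750 nM protein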
SIAE inh: human SIAE inhibitors, primary screen, biochemical, fluorescence polarization, FP-Rh probe, 1536-well HTS; inhibition, % at 9.66 µM; Sialate O-acetylesterase (Homo sapiens), Q9HAT2; actives 0.69% (n = 370,000); SIAE FP-Rh probe binding;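 active means inhibition above a cutoff: mean of compounds within the control limits plus 3 SD of those, cut at about 17% in these data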;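 further: 0% = plate median of compound wells and 100% = probe without SIAE protein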
mABHD4 FP: ABHD4 inhibitors, primary screen, biochemical, fluorescence polarization, mouse | (Lyso)-N-acylphosphatidylethanolamine lipase (Mus musculus), Q8VD66 | purified mABHD4, FP-Rh probe fluorescence polarization | inhibition, % at 8.92 µM | actives 0.54% (n = 370,000) | AID 720543, 2013;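 active means inhibition exceeding the mean over every tested compound plus 3 SD, cut at about 30% in these data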;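 further: 0% = plate median of compound wells and 100% = S159A mutant with DMSO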
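assay system = mABHD4 protein | compound dosing = single nominal dose of 8.92 µM, 0.89% DMSO final | read-out basis = percent inhibition of probe binding, normalized to plate controls | schedule = Enzyme–compound pre-incubation 45 min, then probe 60 min, both 25 °C | detection = fluorescence polarization, excitation 525 nm, emission 598 nm, BODIPY TMR filters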
PG9 Ab binder: binders of HIV-1 gp120 antibody PG9, primary screen, biochemical, TR-FRET | HIV-1 gp120 / PG9 antibody interaction | TR-FRET gp120-PG9 antibody binding | inhibition, % at 6.7 µM | actives 0.43% (n = 360,000) | AID 624416, 2012; in the data active means inhibition above about 8.5%
LEDGF integ inh: blockers of LEDGF/p75-dependent integrase strand transfer – biochemical, TR-FRET, high throughput, primary screen. HIV-1 integrase (with human LEDGF/p75). TR-FRET IN-LEDGF/p75 DNA integration, Eu/Cy5. inhibition, % at 3.7 µM. actives 0.64% (n = 370,000). AID 743269, 2014;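 active means inhibition above the screen-wide mean plus 3 SD, cut at about 13% in these data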;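 further: signal is the Cy5 over europium emission ratio at 671 and 618 nm; 0% = plate median of compound wells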
TDP2 absorb: human TDP2 enzyme inhibitors, primary screen, biochemical, epi absorbance, recombinant enzyme. Tyrosyl-DNA phosphodiesterase 2 (Homo sapiens), O95551. T5PNP hydrolysis, p-nitrophenol absorbance 415 nm. inhibition, % at 12.8 µM. actives 0.34% (n = 370,000). AID 720702, 2013;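 active means inhibition above the mean of all tested compounds plus 3 SD, set per campaign, cut at about 25% in these data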;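 further: 0% = DMSO with enzyme and 100% = buffer with substrate but no TDP2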
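Assay system: Recombinant human TDP2 | Quantity: 120 nM TDP2 per well | Incubation: 2 h at 37 °C | Signal: Epi absorbance | Evaluation: Percent inhibition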
PRMT1 inh: PRMT1 methyltransferase inhibitors, primary screen, biochemical, fluorescence polarization. actives 1.3% (n = 370,000). Protein arginine N-methyltransferase 1 (Homo sapiens), Q99873. recombinant PRMT1, activity-based probe fluorescence polarization. AID 652257, 2013. inhibition, % at 2.79 µM;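 active means inhibition above about 21% made by adding two undisclosed values, limit read from the data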
Target sequence (Q99873 whole entry, looked up): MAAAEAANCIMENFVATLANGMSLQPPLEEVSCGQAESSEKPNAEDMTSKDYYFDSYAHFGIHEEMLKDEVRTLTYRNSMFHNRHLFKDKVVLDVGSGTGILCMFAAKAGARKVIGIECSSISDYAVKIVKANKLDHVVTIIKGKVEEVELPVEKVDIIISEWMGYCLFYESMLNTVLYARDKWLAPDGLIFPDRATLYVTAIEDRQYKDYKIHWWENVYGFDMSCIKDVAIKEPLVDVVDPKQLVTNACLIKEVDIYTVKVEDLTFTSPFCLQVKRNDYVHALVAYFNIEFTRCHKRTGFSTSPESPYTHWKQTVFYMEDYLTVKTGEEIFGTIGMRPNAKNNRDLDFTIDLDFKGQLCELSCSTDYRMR
* marks the source's active call; other numbers are inactive results; x = no result given. A portion of the library; count on the stated rates, not on these rows.

Fields – rCAG RNA binder | TCR CD3 inh | HTRA1 inh | NR1D1 modulator | SIAE inh | mABHD4 FP | PG9 Ab binder | LEDGF integ inh | TDP2 absorb | PRMT1 inh
CC1SC(c2ccc(F)cc2)N(CCc2ccccc2)C1=O (stereo not given)
    -6 | 7 | -8 | 3 | -5 | -3 | -0.5 | 8 | -13 | 0
COCCN1C(=O)C(=O)/C(=C(/O)c2ccc(S(=O)(=O)N3CCCCC3)cc2)C1c1ccc(OC)cc1 (stereo not given)
    5 | 0 | -3 | 2 | -1 | 3 | -2.3 | 2 | 3 | 0
Cc1ccc2c(C(=O)CN3CCCCC3)c(C)[nH]c2c1
    5 | -1 | -5 | 1 | 5 | 7 | -1.4 | 0 | -12 | 1
O=C(CSc1cc(Cl)ccc1Cl)NC1CC1
    0 | -3 | -3 | 0 | -4 | -3 | -1.3 | 0 | -4 | -3
O=C(COc1ccccc1)N1CCN=C1SCc1ccccc1F
    -4 | 3 | 2 | -5 | -2 | -8 | 1.3 | 3 | 10 | -2
CCOC(=O)Cn1nc(C)c([N+](=O)[O-])c1C
    -2 | -2 | -3 | -6 | -1 | 0 | 0.5 | -5 | -2 | 5
c1csc(-c2cn3c(n2)SCC3)c1
    2 | 5 | -3 | 2 | 3 | -2 | -1.0 | -1 | 0 | 0
CC1(C(=O)Nc2cnc3ccccc3c2)CCN1Cc1cc2ccccc2o1 (stereo not given)
    2 | 8 | x | 5 | -4 | -7 | -0.5 | 0 | -2 | -1
Cc1ccc2c(c1)N(C)/C(=C/c1cccc[n+]1CCO)S2
    -5 | -2 | 2 | 8 | 4 | 3 | -4.1 | -3 | 11 | 4
CC(C)OC(=O)c1cccnc1SCC(=O)N(C)c1ccccc1
    -11 | -8 | -2 | 6 | 0 | 4 | -0.5 | -3 | -2 | 2
O=C(NCC(O)c1ccc([N+](=O)[O-])cc1)Nc1ccccc1 (stereo not given)
    0 | 4 | 1 | 5 | 4 | -2 | -0.1 | 2 | -4 | -3
COc1ccc(OC(C)c2ccc(C#N)c(=O)[nH]2)cc1 (stereo not given)
    2 | -1 | 4 | 7 | 0 | 7 | -0.1 | 2 | 6 | 3
CCOC(=O)C1/C(=N\O)CC(C)(O)C(C(=O)OCC)C1c1ccc(OC)c(OC)c1 (stereo not given)
    -1 | 2 | 3 | -2 | -1 | 3 | 0.7 | -2 | -5 | 1
CCCCN(C)C(=O)c1nc2ccccn2c1CN1CCN(c2ncccn2)CC1
    -9 | 4 | 8 | 3 | 5 | 2 | -1.7 | 4 | 3 | -4
CCc1ccc(-c2cc(C)no2)cc1S(=O)(=O)Nc1ccc(Cl)cn1
    9 | 6 | -1 | 1 | 3 | -6 | -0.3 | -1 | -6 | -1
CC(C)CN(C(=O)CSc1nc2ccccc2[nH]1)c1c(N)n(Cc2ccccc2)c(=O)[nH]c1=O
    3 | 3 | -4 | 3 | -1 | -1 | 1.3 | -7 | -10 | 0
Cc1ccc(-n2ccn(CC(=O)NCCc3ccccc3)c(=O)c2=O)cc1C
    1 | -12 | 8 | 4 | 8 | -2 | -1.0 | 2 | -13 | -1
CC(=O)NCCc1nc2ccccc2n1CCCCOc1ccccc1
    -8 | 0 | 0 | 3 | -2 | 5 | 0.2 | -2 | 12 | 4
CC(=O)Nc1ccc(NC(=O)C(C)OC(=O)c2cc(S(=O)(=O)N(C)C)ccc2N2CCCC2)cc1 (stereo not given)
    -1 | 1 | -1 | -1 | -1 | 5 | 1.6 | -3 | 0 | -1
Cc1cc(C(O)c2ncc(-c3ccccc3Cl)[nH]2)ccc1F (stereo not given)
    0 | 0 | x | -6 | 0 | 4 | -2.9 | 0 | 5 | 2
O=C(Nc1ccc(Cl)cn1)c1ccc2ccccc2n1
    0 | 8 | 0 | -3 | -2 | -9 | -1.7 | -3 | 11 | 0
Cc1cc(-c2ccccc2)[nH]c(=O)c1S(=O)(=O)c1ccccc1
    1 | 2 | 0 | -2 | 3 | 10 | 1.2 | 0 | 1 | 0
O=c1c(=Nc2ccccc2O)c(=O)c2ccccc12
    -4 | 4 | 2 | 1 | 3 | 14 | -0.2 | 4 | 17 | 5
Cc1cc(Cl)c(S(=O)(=O)N2CCSCC2)cc1OCC(=O)NC1CCCCC1
    -5 | -3 | -1 | 2 | -6 | 0 | 0.8 | 0 | 0 | 4
CC(=O)N1CCN(S(=O)(=O)c2cccc(C(=O)Nc3ccccc3N3CCOCC3)c2)CC1
    -5 | 0 | -2 | 3 | 2 | -7 | 0.9 | -1 | 4 | 0
O=C(NCC(c1ccco1)N1CCCCC1)c1cccnc1 (stereo not given)
    0 | 0 | -1 | 4 | 6 | 4 | -2.0 | 2 | 9 | 0
OC(COCc1cccs1)CN1CCN(c2ccccc2Cl)CC1 (stereo not given)
    -9 | 11 | -3 | 1 | -4 | 2 | -3.4 | 1 | 1 | -5
Cc1ccc(C(=O)O)c(C(=O)Nc2nc(C)cs2)c1
    7 | 0 | 0 | 1 | -9 | -2 | -0.6 | 0 | 7 | 2
Cc1nnc(NC(=O)c2cccc(F)c2)s1
    3 | -5 | 7 | -2 | -1 | -9 | 0.1 | 3 | -10 | 6
O=C(Nc1ccccc1)/C(=C1\CCCN1)[N+](=O)[O-]
    -1 | 10 | 4 | 0 | -4 | -1 | -1.2 | -3 | -5 | -4

An excerpt of these results, as tab-separated lines:
Compound	rCAG RNA binder	TCR CD3 inh	HTRA1 inh	NR1D1 modulator	SIAE inh	mABHD4 FP	PG9 Ab binder	LEDGF integ inh	TDP2 absorb	PRMT1 inh
Cc1ccc(C(=O)O)c(C(=O)Nc2nc(C)cs2)c1	7	0	0	1	-9	-2	-0.6	0	7	2
O=C(Nc1ccc(Cl)cn1)c1ccc2ccccc2n1	0	8	0	-3	-2	-9	-1.7	-3	11	0
O=C(NCC(c1ccco1)N1CCCCC1)c1cccnc1 (stereo not given)	0	0	-1	4	6	4	-2.0	2	9	0

Continuation:
Fields – rCAG RNA binder | TCR CD3 inh | HTRA1 inh | NR1D1 modulator | SIAE inh | mABHD4 FP | PG9 Ab binder | LEDGF integ inh | TDP2 absorb | PRMT1 inh
CCn1c(=S)sc2nc(C)sc21
    -5 | -6 | 0 | -3 | -1 | -8 | 1.6 | -2 | -3 | 20
O=C(NCCCn1ccnc1)/C(=C\c1ccccc1Cl)NC(=O)c1ccccc1
    -6 | -1 | 2 | -4 | -1 | -2 | 0.6 | 3 | -6 | -1
O=c1[nH]c(=S)[nH]c2scc(-c3ccc(Br)cc3)c12
    19 | -9 | -2 | -4 | 0 | 6 | 2.6 | 4 | 1 | 12
C[C@H](CO)N1C[C@H](C)[C@@H](CN(C)S(=O)(=O)c2cccs2)Oc2c(NC(=O)C3CC3)cccc2C1=O
    -3 | 2 | -4 | -2 | 2 | 8 | -1.0 | -1 | 4 | 1
CCOc1ccc(NC(=O)COC(=O)c2ccc3c(c2)C(=O)N(CCc2ccccc2)C3=O)cc1
    -1 | 6 | 1 | -5 | -4 | 6 | 1.2 | -2 | 1 | -3
CCOc1c2ccoc2nc2c(OC)c(OC)ccc12
    -2 | 6 | -8 | -1 | 0 | -1 | 0.7 | 1 | 1 | -1
O=S(=O)(c1ccc(Cl)cc1)n1ccc2cccnc21
    1 | -1 | 6 | 2 | -9 | -17 | -0.8 | 2 | -4 | -5
Cc1ccc(C)c(NC(=S)N(Cc2cccc(Br)c2)CC2CCC(C(=O)O)CC2)c1 (stereo not given)
    19 | 4 | -3 | 2 | 0 | -27 | 2.0 | -9 | -4 | 3
O=C(O)C(c1ccccc1)C(O)C1CC=CCC1 (stereo not given)
    0 | -12 | 0 | 4 | -2 | 4 | -0.6 | -3 | -2 | 0
COc1ccc(OC)c(/C=C/C(=O)N2C(=O)c3cccc(N)c3C2=O)c1
    7 | 1 | -7 | 2 | -10 | 4 | -0.6 | -2 | 14 | 2
CC(C)(C)/C(O)=C(/C#N)c1nc2ccccc2[nH]1
    0 | 4 | 1 | 4 | 1 | 3 | 0.8 | 3 | 2 | -3
O=C(NCc1ccccc1)[C@@H]1CCCN1C(=O)[C@@H]1CCCN1C(=O)c1cccs1
    -1 | 4 | x | -2 | -6 | -1 | -1.1 | 2 | -1 | 0
O=C1CC(c2ccc(Cl)cc2)SC(N(c2ccccc2)c2ccccc2)=N1 (stereo not given)
    10 | -5 | -14 | 3 | -7 | -5 | -1.4 | 0 | 0 | 2
COc1ccc(C(C)(O)c2nc(-c3ccc4ccccc4c3)cs2)cc1 (stereo not given)
    5 | -5 | x | 0 | -17 | -40 | -0.1 | 4 | -3 | -4
COC1=C/C(=C/c2c(N)n3cc(C)sc3nc2=O)C=CC1=O
    -2 | 1 | -5 | 17 | -2 | -3 | -7.9 | -1 | 9 | -6
O=C(O)CC1Oc2ccc(Cl)cc2NC1=O (stereo not given)
    1 | 2 | 4 | -1 | 2 | -3 | 0.0 | -1 | 6 | -3
CCN(CC(=O)NC1CCS(=O)(=O)C1)c1nc(-c2ccccc2)nc2ccccc12 (stereo not given)
    -1 | -3 | 1 | -2 | -4 | -4 | -0.8 | -3 | -5 | 2
Nc1c([N+](=O)[O-])cnnc1-c1ccccc1
    0 | -1 | 2 | -8 | 12 | -2 | -1.8 | 2 | 6 | -1
CCCOc1cccc(C(=O)NCCCNC(=O)c2cccnc2)c1
    -5 | 3 | 2 | 2 | -7 | 2 | -2.1 | -1 | -8 | -4
O=C(O)c1ccc(Nc2nc(-c3ccccc3)cs2)cc1
    13 | 3 | 5 | -7 | 5 | 12 | -4.1 | 3 | 7 | -1
COc1ccccc1CNc1ccc(CNc2ncn[nH]2)cc1
    9 | -1 | 7 | -10 | -1 | 4 | -2.4 | 6 | -22 | 0
COc1ccccc1-c1cccc([C@@H]2C[C@H]3[C@H](CON3C)CN2Cc2ccccc2)c1
    4 | 5 | -24 | 4 | -3 | -3 | -0.8 | 2 | 4 | -1
COc1ccc(-c2nnn(CC(=O)N(CC3CCCO3)C(C(=O)NC(C)(C)C)c3ccco3)n2)cc1OC (stereo not given)
    -9 | 2 | 3 | -2 | 2 | -7 | 0.0 | -2 | -6 | 0

Source: PubChem
